# AmpC detergent = inhibitors of E. coli AmpC beta-lactamase with detergent | Potency, µM (highest dose often 114 µM), for the others: top-dose activity change, negative = inhibition, most hits filed as inhibitors | hit rate 0.041% among 370,000 | P00811 | AmpC hydrolysis of nitrocefin, absorbance 480 nm, 0.01% Triton;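 further: potency means the concentration at half of the fitted maximal effect; 0% = no-compound wells and -100% = no-enzyme wells; nearly all actives have a fitted effect of over 25% in size; some results filed as inactive show a strong effect at the top dose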
# Target sequence (P00811 whole entry, looked up): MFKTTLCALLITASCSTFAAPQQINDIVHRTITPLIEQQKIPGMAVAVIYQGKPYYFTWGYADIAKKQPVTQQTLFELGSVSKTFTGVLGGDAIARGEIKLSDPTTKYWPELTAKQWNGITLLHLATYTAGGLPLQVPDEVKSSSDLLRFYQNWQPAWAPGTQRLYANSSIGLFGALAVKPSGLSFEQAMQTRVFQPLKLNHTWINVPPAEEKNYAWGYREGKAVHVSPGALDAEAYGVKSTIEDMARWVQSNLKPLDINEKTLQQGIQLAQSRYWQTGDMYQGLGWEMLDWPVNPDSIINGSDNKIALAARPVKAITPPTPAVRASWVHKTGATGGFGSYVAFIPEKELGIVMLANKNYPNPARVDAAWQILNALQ
#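 AmpC (5.3 nM in the dispensed reagent) in 20 mM phosphate pH 7.0 with 0.01% (detergent screen) or 0.0001% Triton X-100 was preincubated with compounds for 15 min at room temperature. Nitrocefin was then added from an 800 uM solution, and hydrolysis was followed at 480 nm.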
# HCV inh = blocks hepatitis C virus. Huh7.5.1 HCVcc-Cre infection, luciferase reporter, 44 h. Potency, µM (top dose mostly 41.8 µM), without a hit: at the top dose activity change, negative = inhibition, actives largely listed as inhibitors. hit rate 3.4% among 340,000. AID 651820; further: potency means the concentration at half of the fitted maximal effect
#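 Cells seeded at 1,000/well and cultured 4 h, then compounds added followed by HCVcc-Cre virus (~0.5 moi). After 44 h further culture, luciferase substrate was added, plates held 15 min at room temperature, and luminescence read for 15 sec.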
# AmpC inh no detg = inhibitors of E. coli AmpC beta-lactamase without detergent. AmpC nitrocefin hydrolysis, absorbance 480 nm, 0.0001% Triton. hit rate 0.52% among 330,000. Potency, µM (top dose mostly 57.1 µM), for inactives: at the highest dose activity change, negative = inhibition, most hits filed as inhibitors;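 further: potency means the concentration at half of the fitted maximal effect; plate controls were no compound for no effect and no enzyme for full effect; nearly all actives have a fitted effect of over 20% in size; some results filed as inactive show a strong effect at the top dose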
#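 AmpC (5.3 nM in the dispensed reagent) in 20 mM phosphate pH 7.0 with 0.01% (detergent screen) or 0.0001% Triton X-100 was preincubated with compounds for 15 min at room temperature. Nitrocefin was then added from an 800 uM solution, and hydrolysis was followed at 480 nm.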
# HCMV antiviral = inhibitors of human cytomegalovirus. HFF cells, HCMV-luciferase reporter, 72 h; stronger effect = lower value. activity change, negative = inhibition, % at 57.5 µM. hit rate 4.5% among 410,000. AID 1259415; in the data active means activity change below about -60%; inconclusive means no clear call, values can overlap the other calls; inactive means above about -39%
#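 Inhibition of viral replication was scored as loss of reporter luminescence in HFFs infected with HCMV-luciferase (MOI 1 PFU/cell) for 72 h; compounds tested at 2 doses, normalized to buffer and Salinomycin controls.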
# FBPA Giardia inh = Giardia lamblia aldolase inhibition | purified Giardia FBPA | AID 2451 | hit rate 0.71% among 290,000 | Potency, µM (top dose mostly 59.6 µM), for inactives: top-dose activity, negative = inhibition, actives largely listed as inhibitors; further: potency means the concentration at half of the fitted maximal effect; nearly all actives have a fitted effect of over 55% in size
# Target sequence (A8B2U2 whole entry, looked up): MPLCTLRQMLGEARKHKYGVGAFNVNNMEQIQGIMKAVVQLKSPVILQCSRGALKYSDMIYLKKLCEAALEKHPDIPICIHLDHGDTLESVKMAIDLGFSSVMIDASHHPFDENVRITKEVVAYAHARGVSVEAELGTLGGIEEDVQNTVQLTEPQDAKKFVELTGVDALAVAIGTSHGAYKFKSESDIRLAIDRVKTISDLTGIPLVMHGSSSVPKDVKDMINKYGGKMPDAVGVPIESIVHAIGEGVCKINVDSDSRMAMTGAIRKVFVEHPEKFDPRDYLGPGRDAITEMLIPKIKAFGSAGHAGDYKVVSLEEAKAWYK
#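 40 nM FBPA preincubated 10 min at RT with compound (up to 57.5 uM final), then substrate plus GAPDH/TPI/NAD/arsenate coupling and diaphorase/resazurin added. Fluorescence read after 20 min at RT, 525/598 nm.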
# Sm TGR inh = inhibitors of Schistosoma mansoni thioredoxin glutathione reductase; Potency, µM (highest dose often 114 µM), inactives show at the highest dose activity change, negative = inhibition, actives largely listed as inhibitors; purified TGR, DTNB reduction, TNB absorbance 405 nm; Q962Y6; hit rate 3% among 360,000; AID 485364; further: potency means the concentration at half of the fitted maximal effect; nearly all actives have a fitted effect of over 60% in size
#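 TGR 20 nM + NADPH 100 uM (dispensed conc.), cpd preinc 15 min RT; start with NADPH (500 uM addition) then DTNB (15 mM addition). Kinetic TNB absorbance, 405 nm filter. Four-parameter Hill fit across titration.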
# Numbers without * were called inactive; u = inconclusive; x = not tested or not shown; [ ] = dose if it differs, or a comment. Unless noted, the call rests on the fitted dose curve; in most records, active means well fitted curve in the direction sought with a large enough effect; inconclusive means small, poorly fitted or top-dose-only effect, or another doubt; inactive means no such curve, though single readings can be large; an effect the other way counts as inactive or inconclusive. Unless noted, on the % scale 0 is the no-effect control and ±100 the full control effect. No enrichment for hits (roughly 9.9% active in at least one column).
SMILES,AmpC detergent,HCV inh,AmpC inh no detg,HCMV antiviral,FBPA Giardia inh,Sm TGR inh
CC(C)(C)NC(=O)CSc1nnnn1C(C)(C)C,-14%,2%,-9%,-4,4%,3%
Cc1nc2c(C(=O)NCCc3ccccc3)c[nH]n2c(=O)c1Cc1ccc(F)cc1Cl,0%,x,x,10,x,-10%
COCC(C)NC(=O)C1=CC(c2ccc3c(c2)OCO3)=NS(=O)(=O)N1C (configuration not stated),-6%,x,x,10,x,-17%
CCn1ncc(/C=C/C(=O)NCc2cn(C)nc2C)c1C,0%,12%,-8%,17,x,18%
NS(=O)(=O)c1ccc(NC(=O)COc2cccc3ccccc23)cc1,1%,x,13µM*,-16,3%,3%
CCOc1ccccc1Nc1cc(C)c2cccc(C)c2n1,-8%,7.9µM*,-23%,37,20%,15%
O=C(COC(=O)c1ccc(S(=O)(=O)N2CCCC2)cc1)Nc1ccc(N2CCOCC2)cc1,-9%,-28%,-8%,u,2%,-9%
CCN(CC)C(=O)CSc1ncnc2c1nnn2-c1ccc(F)cc1,-2%,-1%,-2%,-33,14%,4%
Cc1cc(C(=O)COC(=O)C(C)NC(N)=O)c(C)n1Cc1ccco1 (configuration not stated),2%,22%,-15%,-3,-3%,2%
O=C(COc1nc2ccccc2nc1N1CCOCC1)N1CCc2ccccc21,u,u,-9%,-37,0%,-9%
CC(=O)c1ccc(NC(=O)C2CCCN(S(=O)(=O)c3ccc(Br)s3)C2)cc1 (configuration not stated),21%,x,x,7,x,8%
CCCOc1ccc(C(=O)Nc2ccc(S(=O)(=O)Nc3onc(C)c3C)cc2)cc1,u,12%,-22%,-5,-8%,2%
CCOC(=O)C1=C(C)NC(=O)NC1/C=C\c1ccccc1 (configuration not stated),u,6%,-28%,21,-3%,9%
CCN(C(=O)CSc1cccc[n+]1[O-])c1ccccc1,x,1%,-15%,-32,x,x
CC1(C)Cc2cccc(OCC(=O)NCc3ccc(F)cc3)c2O1,-3%,5%,8%,-20,x,-24%
CN(c1ccc(C(=O)N2CCCCC2)cc1)S(=O)(=O)c1cccs1,2%,-14%,2%,-23,1%,-3%
CNc1nc2c(c(=O)n(C)c(=O)n2C)n1CCCc1ccccc1,-6%,11µM*,0%,u,8%,-18%
C=CCN1C2CCCC1CC(NC(=S)Nc1cccc(OC)c1)C2 (configuration not stated),-8%,-23%,-49%,u,3%,x
CCOC(=O)N/N=C\c1sccc1C,-6%,10%,-10%,-28,-2%,1%
COc1cc(C(=O)NCCC2=CCCCC2)cc(OC)c1OC,u,-23%,-4%,53,13%,-5%
O=C(NNC(=O)c1cc(-c2ccccc2)nc2ccccc12)Nc1cccc(Cl)c1,1%,u,-57%,u,0%,1%
O=C(NCC(c1ccc2c(c1)OCO2)N1CCOCC1)c1cccc(Cl)c1 (configuration not stated),2%,x,x,19,x,-14%
COc1ccc(C(=O)NC2CC2)cc1OC1CCN(Cc2ccc(F)cc2F)CC1,u,x,-3%,36,3%,0%
COc1ccc(OC)c(N2C(=O)NC(=O)C3(Cc4cc(C)ccc4N(C)C3)C2=O)c1 (configuration not stated),-11%,-13%,-32%,-21,-8%,u
CSCC(=O)N1CCCC(C(=O)c2cc(F)ccc2F)C1 (configuration not stated),5%,17%,-3%,u,5%,7%
C(=N\Nc1nn2cnnc2c2ccccc12)/c1ccco1,4%,13%,-41%,7,u,-7%
O=C(c1ccccc1)N(Cc1cccs1)C1CCS(=O)(=O)C1 (configuration not stated),-13%,18%,-6%,46,18%,-13%
O=C1c2cccc3cccc(c23)C(=O)N1OS(=O)(=O)c1ccccc1,-3%,14%,u,-13,0%,0%
Cc1cc(NC(=O)CCCC(=O)O)nc(C)n1,-5%,14%,-14%,u,-11%,2%
COc1ccc(CCn2c(=O)c3ccccc3n(CC(=O)Nc3cccc(C)c3)c2=O)cc1OC,6%,x,x,5,x,-3%
COc1ccccc1NC(=O)NC(N)=O,0%,5%,-10%,20,-2%,6%
CC(C)C[C@H](NC(=O)c1nc[nH]c1C(=O)NCCCCCNC(=O)OC(C)(C)C)C(=O)OC(C)(C)C,8%,-19%,182%[activator],45,18µM*,-6%
CN(CC1CCOCC1)C(=O)CC1C(=O)NCCN1Cc1cccc(C(F)(F)F)c1 (configuration not stated),u,11%,155%[activator],-17,u,45µM*
COc1ccc(CNC(=S)Nc2ccc3nc(N4CCOCC4)cc(C)c3c2)cc1,0%,u,41%,-38,-5%,7%
Cc1cccc2nc(CSc3nnnn3-c3ccccc3)cn12,0%,-11%,-8%,21,0%,-13%
CCOC(=O)c1sc2cccc(F)c2c1N,1%,-6%,-23%,18,2%,-10%
CCOc1cc(/C=N/O)cc(Br)c1OCC,3%,u,-14%,-32,-14%,0%
Cc1nnc(NCCc2ccccc2)n(N)c1=O,2%,7%,-2%,-26,16%,-8%
CCOC(=O)NC(=O)/C(C#N)=C\Nc1sccc1C(=O)OC,3%,11%,-15%,-13,-17%,x
CCN(c1ccc(OC)cc1)S(=O)(=O)c1nnc(NC(=O)COc2ccc(C)cc2)s1,-6%,u,-35%,x,x,-9%

# An excerpt of these results, tab-delimited:
compound	AmpC detergent	HCV inh	AmpC inh no detg	HCMV antiviral	FBPA Giardia inh	Sm TGR inh
O=C(NCC(c1ccc2c(c1)OCO2)N1CCOCC1)c1cccc(Cl)c1 (configuration not stated)	2%	x	x	19	x	-14%
CCN(c1ccc(OC)cc1)S(=O)(=O)c1nnc(NC(=O)COc2ccc(C)cc2)s1	-6%	u	-35%	x	x	-9%
O=C1c2cccc3cccc(c23)C(=O)N1OS(=O)(=O)c1ccccc1	-3%	14%	u	-13	0%	0%
CN(CC1CCOCC1)C(=O)CC1C(=O)NCCN1Cc1cccc(C(F)(F)F)c1 (configuration not stated)	u	11%	155%[activator]	-17	u	45µM*
Cc1nnc(NCCc2ccccc2)n(N)c1=O	2%	7%	-2%	-26	16%	-8%
COc1ccc(OC)c(N2C(=O)NC(=O)C3(Cc4cc(C)ccc4N(C)C3)C2=O)c1 (configuration not stated)	-11%	-13%	-32%	-21	-8%	u

# Continued:
SMILES,AmpC detergent,HCV inh,AmpC inh no detg,HCMV antiviral,FBPA Giardia inh,Sm TGR inh
O=C(Cc1cccc2ccccc12)N/N=C/c1ccc(Sc2nc3ccccc3s2)o1,8%,10µM*,-17%,-31,-24%,4%
COc1ccccc1NC(=O)N1CCN(c2ccccn2)CC1,-3%,9%,-9%,-14,6%,0%
FC(F)(F)c1cc(-c2ccccn2)nc2cc(-c3ccccc3)nn12,-6%,8%,10%,-35,8%,16%
CCOc1ccc2nc(COC(=O)c3cccs3)c(C(C)=O)[n+]([O-])c2c1,0%,0%,16%,25,-1%,-32%
Cc1ccc(-n2nc3c(N4CCC(C(=O)NCCc5ccccc5)CC4)nnc(C)c3c2C)cc1,-2%,x,x,-19,x,-4%
CCCOc1ccc(-c2nc(=S)[nH][nH]2)cc1,0%,18%,-40%,15,11%,0%
COc1ccc(NC(=O)c2cc3c(=O)n(Cc4cccnc4)ccc3nc2C)c(OC)c1,21%,x,x,-5,x,-4%
CCC(C)[C@H](NC(=O)[C@@H]1CSC2c3ccccc3C(=O)N21)C(=O)NC1CCCC1 (some centres not stated),6%,6%,-30%,16,x,-12%
O=C(O)C(C(=O)Oc1ccccc1)C(C(=O)O)C(=O)Oc1ccccc1 (configuration not stated),-12%,41%[activator],-8%,-6,x,-4%
CSc1oc(-c2cccs2)nc1S(=O)(=O)c1ccc(Br)cc1,-5%,x,x,29,x,-4%
Cn1c(=S)[nH]c2sc3c(c2c1=O)CCC(C(C)(C)C)C3 (configuration not stated),-15%,x,-29%,-95*,u,u
COc1ccc(C(c2c(C)n(C)n(-c3ccccc3)c2=O)c2c(C)n(C)n(-c3ccccc3)c2=O)cc1OC,-10%,1%,6%,37,7%,-8%
COc1ccc(CCNC(=O)CSCc2ccc(F)cc2)cc1OC,u,1%,-15%,-2,-5%,-11%
CC(=NCCc1ccccc1)C1=C(O)CSC1=O,-10%,7%,-10%,43,4%,-12%
CC(C)c1onc(C(=O)N2C(C)CCCC2C)c1[N+](=O)[O-] (configuration not stated),1%,18%,1%,-22,7%,6%
COCc1nc2ccccc2n1Cc1ccccc1Br,8%,8%,95%[activator],-22,14%,2%
Cn1ncc(Cl)c1C(=O)N1CCC2(CC1)OCCO2,-10%,14%,-9%,2,7%,0%
COc1ccc2sc(N(Cc3cccnc3)C(=O)c3cccs3)nc2c1,1%,x,x,u,x,14%
COC(=O)c1ccccc1NC(=O)Nc1ccc(Cl)cn1,2%,15%,-12%,68,-1%,x
CCOc1cc2c(cc1OCC)-n1cccc1C(c1ccc(C)cc1C)NC2 (configuration not stated),-8%,u,69%[activator],u,-1%,6%

# The final six records of the part above come first, to join the parts:
SMILES,AmpC detergent,HCV inh,AmpC inh no detg,HCMV antiviral,FBPA Giardia inh,Sm TGR inh
CC(C)c1onc(C(=O)N2C(C)CCCC2C)c1[N+](=O)[O-] (configuration not stated),1%,18%,1%,-22,7%,6%
COCc1nc2ccccc2n1Cc1ccccc1Br,8%,8%,95%[activator],-22,14%,2%
Cn1ncc(Cl)c1C(=O)N1CCC2(CC1)OCCO2,-10%,14%,-9%,2,7%,0%
COc1ccc2sc(N(Cc3cccnc3)C(=O)c3cccs3)nc2c1,1%,x,x,u,x,14%
COC(=O)c1ccccc1NC(=O)Nc1ccc(Cl)cn1,2%,15%,-12%,68,-1%,x
CCOc1cc2c(cc1OCC)-n1cccc1C(c1ccc(C)cc1C)NC2 (configuration not stated),-8%,u,69%[activator],u,-1%,6%
Cc1cccc(C(=O)O/N=C(\N)Cc2ccc([N+](=O)[O-])cc2)c1,-8%,u,-27%,68,1%,28%
O=C(O)c1cccc(S(=O)(=O)Nc2ccc3oc(=O)sc3c2)c1,-13%,17%,63%[activator],-10,7%,4%
COc1ccc(/C=N/NC(=O)c2ccc3nc[nH]c3c2)cc1,-6%,-17%,-24%,u,4%,13%
CCOC(=O)c1c(C)[nH]c(C)c1S(=O)(=O)N1CCCC(C(=O)NCc2ccc(Cl)cc2)C1 (configuration not stated),-6%,x,x,-9,x,1%
COc1cc2nc(CN3CCN(S(=O)(=O)c4ccc(Cl)cc4)CC3)[nH]c(=O)c2cc1OC,u,u,112%[activator],u,-13%,-1%
COc1ccc(NC(=O)c2ccc(S(=O)(=O)N(C)C)cc2)cc1,6%,-12%,-19%,-16,1%,21%
CCOc1ccc(CCNC(=O)CCNS(=O)(=O)c2ccc3c(c2)CCN3C(C)=O)cc1OCC,3%,u,58%,u,11%,-6%
O=C(CCCc1c[nH]c2ccccc12)N1CCOCC1,2%,7%,-2%,78,0%,1%

# Looked up by compound from the entries so far (two):
SMILES,AmpC detergent,HCV inh,AmpC inh no detg,HCMV antiviral,FBPA Giardia inh,Sm TGR inh
O=C(CCCc1c[nH]c2ccccc12)N1CCOCC1,2%,7%,-2%,78,0%,1%
COc1cc2nc(CN3CCN(S(=O)(=O)c4ccc(Cl)cc4)CC3)[nH]c(=O)c2cc1OC,u,u,112%[activator],u,-13%,-1%

# Source: PubChem BioAssay (National Center for Advancing Translational Sciences (NCATS))
